# Assay outcomes (PubChem BioAssay)
# zfTRPN1 agonist: agonists of zebrafish TRPN1 channel; activation, % at 3 µM; HEK293 zebrafish TRPN1-YFP, Fluo-8 calcium fluorescence; 100% = response to 87 µM carbachol; 220,000 compounds, 0.18% hits;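 active = activation above its plate's cutoff, the mean activation of test wells on that plate plus 3 SD, cut at about 19% in these data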;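 also: 0% = DMSO alone and 100% = 87 µM carbachol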
#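 Assay system: Zebrafish TRPN1-YFP in HEK293 cells | Incubation: Dye loading 1 h at 37 °C, then 30 min room temperature | Measured by: Kinetic Fluo-8 fluorescence, ex 470-495, em 515-575 nm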
# CHOP inh: blocks CHOP induction under ER stress; CHO-K1 CHOP-promoter luciferase, tunicamycin-induced, 15-18 h; inhibition, % at 10 µM; 220,000 compounds, 3.8% hits;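 active = compounds that reduced the stress-induced luciferase reporter signal by more than about 70% of percent inhibition, limit read from the data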;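 also: 0% = tunicamycin plus vehicle and 100% = wells without tunicamycin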
# PPC-1+TRAIL kill: compounds killing PPC-1 cancer cells with TRAIL present (potentiator screen, no TRAIL-free arm) | AID 1443 | 220,000 compounds, 0.41% hits | PPC-1 cells + TRAIL, ATPLite viability luminescence | cell killing (% activity), % at 4 µM;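 active = cell killing above 50% in the first pass at 4 µM, then a duplicate retest at 5 µM averaging 50% or more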;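 also: plate controls were cells with TRAIL plus DMSO for no effect and medium-only wells lacking cells for full effect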
# EP2 mod: modulators of human EP2 prostaglandin E2 receptor | P43116 | EP2-expressing cells, cAMP HTRF FRET, PGE2 co-stimulation | induction, % at 25 µM | 260,000 compounds, 0.83% hits | AID 940;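 active = compounds whose cAMP rise, as percent of the full-agonist control response, exceeds 60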;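 also: rat C6 glioma line stably carrying human EP2 under a CMV promoter; the protocol text gives 20 µM as final concentration; 100% = response of wells given 1 µM PGE2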
# Target sequence (P43116 whole entry, looked up): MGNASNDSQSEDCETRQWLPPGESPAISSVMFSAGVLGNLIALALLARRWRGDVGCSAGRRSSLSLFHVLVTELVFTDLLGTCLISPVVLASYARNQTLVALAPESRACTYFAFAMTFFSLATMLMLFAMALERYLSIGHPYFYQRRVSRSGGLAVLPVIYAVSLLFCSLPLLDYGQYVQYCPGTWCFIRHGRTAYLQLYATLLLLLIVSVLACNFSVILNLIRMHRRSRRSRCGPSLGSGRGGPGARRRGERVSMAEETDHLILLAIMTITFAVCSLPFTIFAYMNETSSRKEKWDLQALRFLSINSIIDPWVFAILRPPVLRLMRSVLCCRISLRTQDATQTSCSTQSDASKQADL
# NPY1 pot ag: potentiators or agonists of human neuropeptide Y receptor Y1; P25929; NPY-Y1 expressing cells, potentiator/agonist activation; activation, % at 3.6 µM; 220,000 compounds, 0.37% hits; AID 1304; in the data active = activation above about 33%, passing the limit was not always enough;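 also: cells stimulated with NPY at EC10 then isoproterenol at EC100; 0% = low agonist plus stimulus and 100% = saturating agonist plus stimulus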
# Target sequence (P25929 whole entry, looked up): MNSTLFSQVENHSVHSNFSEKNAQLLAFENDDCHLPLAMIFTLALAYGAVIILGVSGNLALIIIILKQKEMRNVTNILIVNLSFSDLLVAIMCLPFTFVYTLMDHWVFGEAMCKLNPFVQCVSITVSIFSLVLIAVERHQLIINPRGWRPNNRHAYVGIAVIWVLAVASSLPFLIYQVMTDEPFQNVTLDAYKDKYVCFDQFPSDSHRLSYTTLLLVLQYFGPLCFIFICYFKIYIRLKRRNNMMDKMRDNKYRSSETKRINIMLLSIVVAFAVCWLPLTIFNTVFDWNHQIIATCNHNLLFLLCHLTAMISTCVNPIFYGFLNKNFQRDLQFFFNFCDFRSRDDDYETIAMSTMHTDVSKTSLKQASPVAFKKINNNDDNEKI
# TRPML3 ag: agonists of human TRPML3 channel. HEK293 TRPML3-YFP, Fluo-8 calcium fluorescence; 100% = the carbachol control signal. AID 1448. 220,000 compounds, 0.29% hits. Q8TDD5. activation, % at 3 µM;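 active = activation above its plate's cutoff, the mean activation of the plate's test wells plus 3 SD, cut at about 12% in these data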;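 also: 0% = DMSO only wells and 100% = carbachol wells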
#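 Material: HEK293 cells stably carrying human TRPML3-YFP; compound dosing: single dose, 3 µM final nominal compound, 0.3% DMSO final; incubation: 1-h 37 °C dye load, 5-s basal, 120-s post-compound reads; technique: Fluo-8 intracellular calcium fluorescence, excitation 470-495 nm, emission 515-575 nm; read-out basis: percent activation from peak-to-basal fluorescence ratio, scaled between DMSO and carbachol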
# PGE2 EP2 inh: inhibitors of human EP2 prostaglandin E2 receptor; C6 glioma cells expressing human EP2, cAMP TR-FRET; cells stimulated with saturating PGE2; 260,000 compounds, 0.52% hits; P43116; inhibition, % at 25 µM;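 active = percent inhibition above 40 after rounding to a whole number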;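 also: rat C6 glioma host cells with rolipram phosphodiesterase inhibitor present; the protocol text gives 20 µM as final concentration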
# NPY-Y1 antag: blocks the human neuropeptide Y Y1 receptor; inhibition, % at 3.6 µM; 200,000 compounds, 1% hits; AID 1040; P25929; HEK293-CNG Y1 cells, membrane potential fluorescence; NPY at EC95, then isoproterenol;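 active = inhibition above the campaign mean inhibition of all tested compounds plus 3 SD, cut at about 20% in these data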;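 also: 0% = DMSO wells given NPY plus isoproterenol and 100% = isoproterenol alone without NPY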
#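 Test system – HEK293 Y1/CNG channel cell line · Also added – NPY agonist 25 nM, then isoproterenol 1 µM plus Ro 20-1724 25 µM · Compound dosing – one concentration, 3.6 µM, in 0.4% DMSO · Schedule – compound incubation 1 h at room temperature, readout 45 min post-stimulation · Technique – fluorescence, membrane potential probe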
# 14-3-3 Bad PPI: disrupts binding of bovine 14-3-3 zeta to phospho-Bad peptide | 220,000 compounds, 0.71% hits | TR-FRET 14-3-3zeta/Dy647-pBad peptide displacement, 1 h | AID 781 | inhibition, % at 21.7 µM;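 active = inhibition above about 70%, limit read from the data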;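 also: 0% = full 14-3-3 plus peptide FRET controls and 100% = background without 14-3-3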
# Target sequence (P63103 whole entry, looked up): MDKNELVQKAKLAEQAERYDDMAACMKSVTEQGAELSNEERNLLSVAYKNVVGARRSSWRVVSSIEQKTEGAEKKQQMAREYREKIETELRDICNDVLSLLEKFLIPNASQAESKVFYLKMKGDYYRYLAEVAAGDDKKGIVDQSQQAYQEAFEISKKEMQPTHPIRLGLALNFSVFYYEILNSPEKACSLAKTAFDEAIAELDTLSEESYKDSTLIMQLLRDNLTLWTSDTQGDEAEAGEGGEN
# Active calls of the source: *; nt = no result given; & = joins results of further samples; [ ] = dose if it differs, or a comment. An excerpt (hit frequency here may not be typical).
# The opening eight compounds, ahead of the listing:
SMILES,zfTRPN1 agonist,CHOP inh,PPC-1+TRAIL kill,EP2 mod,NPY1 pot ag,TRPML3 ag,PGE2 EP2 inh,NPY-Y1 antag,14-3-3 Bad PPI
O=C(NCc1n[nH]c(=S)n1-c1ccc(Cl)c(Cl)c1)c1ccc(S(=O)(=O)N2CCOCC2)cc1,-0.8,13.9,15.7,-20.8,-1.8,-0.6,4.0,-2.7,-16.4
N=C1C(c2nc3ccccc3[nH]2)=C(O)CN1NC(=O)c1c[nH]c2ccccc12,-0.7,5.3,23.1,-38.8,0.3,-0.1,5.4,1.9,-16.2
CCCCC(C)n1[nH]c(=O)cc1N (centres undefined),-1.5,10.1,22.4,24.4,4.5,0.8,20.1,-0.7,-18.8
O=S(=O)(c1ccccc1)N1CCC2(CC1)OCCO2,-0.1,5.0,-6.3,8.7,-0.6,0.5,5.8,-1.8,3.5
CCOc1ccccc1N1CCN(C(=O)c2cc(C)oc2C)CC1,2.0,-16.3,-3.0,5.5,-2.0,-0.3,8.0,-3.7,-7.7
Cc1ccccc1NC(=O)C(NC1CCCCC1)C(C)C (centres undefined),-2.3,-4.1,9.2,-0.8,17.9,-0.8,11.5,-0.5,2.7
CSCC[C@H](NC(=O)Nc1ccc(OC(F)(F)F)cc1)C(=O)O,1.1,-6.3,-10.9,24.8,-30.9,0.6,3.8,nt,0.3
CC(Sc1nncs1)C(=O)NCc1ccc2c(c1)OCO2 (centres undefined),-0.2,-4.4,1.7,1.7,-12.1,0.2,4.4,-7.7,1.5

# Main list, from the first entry:
SMILES,zfTRPN1 agonist,CHOP inh,PPC-1+TRAIL kill,EP2 mod,NPY1 pot ag,TRPML3 ag,PGE2 EP2 inh,NPY-Y1 antag,14-3-3 Bad PPI
O=C(NCc1n[nH]c(=S)n1-c1ccc(Cl)c(Cl)c1)c1ccc(S(=O)(=O)N2CCOCC2)cc1,-0.8,13.9,15.7,-20.8,-1.8,-0.6,4.0,-2.7,-16.4
N=C1C(c2nc3ccccc3[nH]2)=C(O)CN1NC(=O)c1c[nH]c2ccccc12,-0.7,5.3,23.1,-38.8,0.3,-0.1,5.4,1.9,-16.2
CCCCC(C)n1[nH]c(=O)cc1N (centres undefined),-1.5,10.1,22.4,24.4,4.5,0.8,20.1,-0.7,-18.8
O=S(=O)(c1ccccc1)N1CCC2(CC1)OCCO2,-0.1,5.0,-6.3,8.7,-0.6,0.5,5.8,-1.8,3.5
CCOc1ccccc1N1CCN(C(=O)c2cc(C)oc2C)CC1,2.0,-16.3,-3.0,5.5,-2.0,-0.3,8.0,-3.7,-7.7
Cc1ccccc1NC(=O)C(NC1CCCCC1)C(C)C (centres undefined),-2.3,-4.1,9.2,-0.8,17.9,-0.8,11.5,-0.5,2.7
CSCC[C@H](NC(=O)Nc1ccc(OC(F)(F)F)cc1)C(=O)O,1.1,-6.3,-10.9,24.8,-30.9,0.6,3.8,nt,0.3
CC(Sc1nncs1)C(=O)NCc1ccc2c(c1)OCO2 (centres undefined),-0.2,-4.4,1.7,1.7,-12.1,0.2,4.4,-7.7,1.5
COc1cccc(-n2c(=O)c3c(C)c(C(=O)N(C)C)sc3n(CC(=O)NCCc3ccc(OC)c(OC)c3)c2=O)c1,-0.7,26.4,13.9,-1.7,-15.3,0.8,2.2,-0.1,-9.1
Cc1cc(NC(=O)c2cccc([N+](=O)[O-])c2)n(-c2ccccc2)n1,3.6,1.7,5.2,25.9,0.6,0.3,8.1,-1.8,-6.5
COC(=O)C(Cc1c[nH]c2ccccc12)NC(=O)c1cc(-c2ccc(OC)c(OC)c2)oc1C (centres undefined),-1.4,24.2,9.5,-4.8,6.6,0.2,-0.5,9.7,-21.6[fluorescence artefact?]
Cc1ccc(C(=O)CN2C(=O)C(C)Oc3ccccc32)cc1 (centres undefined),-0.6,-14.8,15.1,-9.8,-1.5,0.0,3.4,19.7,-7.8
C#CCOCCOCCOCCNc1nc(N2CCN(C(=O)[C@H](CCCCN)n3cc(CCCC)nn3)CC2)nc(N2CCN(C(=O)[C@H](Cc3ccc(O)cc3)n3cc(CCO)nn3)CC2)n1,1.2,-3.1,17.5,27.1,-3.5,0.0,nt,-3.2,41.8
CCOC(=O)C1=C(C)NC2=C(C(=O)c3ccccc32)C1c1ccc(O)cc1 (centres undefined),-1.6,41.7,19.8,3.8,5.1,-0.3,5.8,4.4,-15.9
Cc1sc(N)nc1C12CC3CC(CC(C3)C1)C2,2.2,51.4,-13.2,11.9,46.7*,2.2,10.0,-11.1,-9.3
O=C(OC1CCN(c2ncc(C(F)(F)F)cc2Cl)CC1)c1ccc(Cl)cc1,1.5,-13.8,10.8,6.9,13.5,0.7,8.4,10.5,-7.2
c1ccc(CSc2nnc3c(n2)OC(c2ccco2)Nc2ccccc2-3)cc1 (centres undefined),-0.3,-6.9,13.3,4.6,-2.8,0.7,10.9,-2.4,-14.9[fluorescence artefact?]
CCOc1cc(C2NC(=O)NC(C)=C2C(=O)NCc2ccccc2)c(Cl)cc1O (centres undefined),-1.1,-19.4,4.5,-24.7,6.7,1.2,4.7,1.6,-12.8
COC(=O)c1cc(OC)c(OCc2cc(C(=O)OC)oc2C)c(OC)c1,0.8,2.3,9.0,8.1,22.5,0.3,-0.1,-2.3,2.7
C[N+](C)(C)C(Cc1c[nH]c2ccccc12)C(=O)[O-] (centres undefined),nt,0.2,5.2,33.0,nt,nt,17.8,nt,-3.5
COc1ccc(CCN=c2c([N+](=O)[O-])nn(-c3cccc(C)c3)n2O)cc1OC,0.9,-0.1,22.0,-7.9,2.8,1.1,3.8,2.1,0.7
CCN(CC)C(=O)C(=O)c1cccn1-c1ccc(C#N)cc1,0.7,4.4,16.2,4.8,5.6,0.2,-1.1,-1.8,-2.5
COc1ccc(NC(=O)COC(=O)Cc2ccc(Br)cc2)cc1,-0.6,12.1,7.5,-8.9,-12.0,-0.1,11.4,8.3,2.6
C(=N\n1cnnc1)/c1cccnc1,1.5,6.5,18.9,3.6,-6.3,0.7,12.1,3.8,2.1[fluorescence artefact?]
CCc1cc(-c2n[nH]c(C)c2-c2nc(C)cs2)c(O)cc1OC,-1.3,-3.9,3.9,27.1,5.7,0.3,7.0,-0.6,-12.8
CCOC(=O)c1nn(-c2cccc(C)c2)c2nnc(Cc3ccc(C)cc3)c(=O)n12,-1.1,19.8,5.3,23.8,-1.2,0.2,4.8,8.8,-10.0
COc1cccc(OC)c1C(=O)Nc1ccc(CN2CCCCC2)cc1,2.3,20.6,13.2,-5.7&-29.8,-0.9,1.2,14.3&10.7,0.8,-10.1
CC(=O)N(C(C)=O)c1ccc2nc(C)[nH]c(=O)c2c1,0.8,-17.6,0.1,17.8,-0.4,-0.1,-3.0,4.7,6.4
COc1ccccc1/C=C/C=N/n1c(C)nnc1C,0.1,6.5,14.3,10.3,-4.5,0.5,5.1,2.3,-9.4
Oc1ccc2ccccc2c1/C=N/Nc1ccccc1,0.6,-9.4,20.0,3.1,-6.2,0.3,5.1,-2.2,5.8
COc1cccc(NS(=O)(=O)c2cc(C)sc2C)c1,-2.2,75.5*,49.0,25.4,19.0,0.0,21.7,2.0,5.7
NC1=CC(=O)c2cccc3cccc1c23,-0.1,nt,20.3,nt,2.2,0.7,20.4,4.3,nt
Clc1ccccc1CSc1nnc(/C=C/c2ccccc2)o1,0.5,51.6,-8.7,22.9,-18.9,0.1,nt,10.8,2.7
COc1cc(/C=C/C(=O)NCc2ccccn2)cc(OC)c1OC,0.7,-38.8,15.2,-21.2,-17.9,0.4,8.8,-0.3,-0.7[fluorescence artefact?]
Cc1[nH]n(-c2cccc(Cl)c2)c(=O)c1C=NC12CN3CN(CN(C3)C1)C2,0.3,-4.4,1.2,5.8,-22.4,0.0,10.9,-0.3,-0.5[fluorescence artefact?]
Oc1ccc(-c2nc(-c3ccc(O)c(O)c3)cs2)cc1,0.2,nt,29.2,-37.5,18.0,0.5,5.2,-7.5,7.8
O=C(NNS(=O)(=O)c1ccccc1[N+](=O)[O-])c1ccccc1[N+](=O)[O-],-0.1,-10.2,30.1,4.2,-5.5,0.0,7.6,2.8,-16.0[fluorescence artefact?]
COCCCNCCOCCOc1ccc(C)cc1Br,-1.1,3.1,3.5,-10.8,-11.3,0.3,6.4,0.3,10.9[fluorescence artefact?]
COC(=O)/C=C1/C(=O)N/C(=N\c2nc(C)cc(C)n2)N1c1ccc(OC)cc1,1.9,1.3,2.5,2.6,-18.9,0.7,4.4,-1.5,-1.2
CN1CCN(CCCNC(=O)c2nnc(Cc3c(F)cccc3Cl)o2)CC1,-1.1,6.7,6.7[5 µM],5.1,-18.7,0.9,7.6,0.7,8.5
O=S(=O)(NCc1cccnc1)c1ccc2c(c1)OCCO2,0.4,-15.0,-5.6,9.4,-14.3,0.9,2.2,10.0,-0.9
Cc1ccc(OCC(=O)N(Cc2cccs2)C2CCS(=O)(=O)C2)cc1 (centres undefined),1.4,7.4,5.3,-9.3,-0.9,0.3,9.2,nt,3.7
CC(C)c1ccc[n+](-c2nc([O-])sc2C=O)c1,2.5,10.5,-10.8,8.8,-8.2,0.0,8.9,nt,-1.4
O=C(Nc1ccc(S(=O)(=O)NCc2ccco2)cc1)C1CCCCC1,2.0,12.2,7.1,12.2,-6.0,1.7,0.8,-0.2,7.5
CCS(=O)(=O)N1CCN(C(=O)CC(C)C)CC1,-0.1,9.7,26.0,-10.6,-8.5,0.2,5.0,-11.4,-7.6[fluorescence artefact?]
CC1CN(c2ccc([N+](=O)[O-])cc2C(=O)N2CCOCC2)CC(C)N1 (centres undefined),-0.1,-15.0,12.6,9.6,0.2,1.5,6.8,3.7,-7.1[fluorescence artefact?]
Cc1n[nH]c(=O)n1-c1ccc(OC(F)(F)F)cc1,-0.2,0.1,34.1,13.1,-7.8,1.1,1.7,-0.3,-19.4
O=C(Cc1cccs1)N=Nc1c(O)[nH]c2ccccc12,-0.3,-45.9,14.6,9.2,5.8,-1.0,3.4,nt,7.3
CN(C)c1ccc(NC(=O)CC2NCCNC2=O)cc1 (centres undefined),-0.9,8.1,45.1,4.0,17.9,0.6,3.6,-2.9,1.5
CC1CCC(C(C)C)C(OCC(O)CN2CCN(Cc3ccccc3)CC2)C1 (centres undefined),1.9,99.4*,0.6,26.9,-16.8,1.3,10.4,14.0,73.8*
